# D2 antagonist – D2 dopamine receptor (human) antagonism; HEK293 TREx D2 cells, calcium flux, dopamine EC80; inhibition, % at 10 µM; 2% of 340,000 active; in the data active = inhibition above about 30%; also: 0% is about no effect
# Target sequence (P14416 whole entry, looked up): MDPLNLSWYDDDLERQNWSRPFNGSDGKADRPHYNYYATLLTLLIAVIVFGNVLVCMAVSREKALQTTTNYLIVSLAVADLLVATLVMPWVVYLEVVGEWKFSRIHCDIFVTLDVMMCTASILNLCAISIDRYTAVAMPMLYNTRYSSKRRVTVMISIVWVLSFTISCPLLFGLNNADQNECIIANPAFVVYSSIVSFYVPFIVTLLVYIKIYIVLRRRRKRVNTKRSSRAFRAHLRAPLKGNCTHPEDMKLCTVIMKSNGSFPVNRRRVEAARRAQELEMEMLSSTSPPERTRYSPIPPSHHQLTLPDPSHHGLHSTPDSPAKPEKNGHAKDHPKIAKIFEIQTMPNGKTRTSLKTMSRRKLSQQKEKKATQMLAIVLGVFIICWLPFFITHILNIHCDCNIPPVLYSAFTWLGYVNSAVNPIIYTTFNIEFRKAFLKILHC
#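 In this primary screen, negative modulation is detected by tracking calcium flux after an EC80 dopamine challenge in inducible HEK293 T-REx D2 cells preexposed to test compound for 180 s.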
# mIDH1 inhibitor – human IDH1 R132H inhibition. IDH1-R132H enzyme, NADPH consumption, diaphorase/resazurin fluorescence. 0.093% of 390,000 active. O75874. AID 602179. Potency, µM (doses to about 76.6 µM), for the others: top-dose activity change, negative = inhibition, actives largely listed as inhibitors; also: potency is read from the fitted curve at half-maximal effect; % is scaled to controls: 0 for no effect and ±100 for the full control effect; nearly all actives have a fitted effect of over 65% in size
#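 IDH1-R132H (0.5 ug/mL) preincubated 30 min with compound, then NADPH (0.016 mM) and alpha-KG (2 mM) added; 80 min at RT, pH 7.5. Remaining NADPH coupled via diaphorase/resazurin to fluorescence (540/590 nm); concentration-response curves normalized to no-enzyme control.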
# TrxR1 inh – blocks rat thioredoxin reductase 1; O89049; recombinant rTrxR1, NADPH fluorescence consumption, selenite substrate; Potency, µM (doses to about 114 µM), inactives show top-dose activity change, negative = inhibition, actives largely listed as inhibitors; 1% of 390,000 active; also: potency is read from the fitted curve at half-maximal effect; % is scaled to controls: 0 for no effect and ±100 for the full control effect; nearly all actives have a fitted effect of over 65% in size
#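 Rat TrxR1 (90 nM in the dispensed reagent) was pre-reduced with 400 uM NADPH for 5 min at room temperature, then incubated with compound for 15 min. After 400 uM selenite was added, NADPH fluorescence (Ex 340/Em 450 nm) was followed for 8 min.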
# TrxR1 substrate – substrates of rat thioredoxin reductase 1 | Potency, µM (doses to about 114 µM), inactives show at the top dose activity change, negative = substrate turnover | purified TrxR1 substrate turnover, NADPH consumption readout | O89049 | 0.01% of 390,000 active; also: potency is read from the fitted curve at half-maximal effect; % is scaled to controls: 0 for no effect and ±100 for the full control effect; nearly all actives have a fitted effect of over 50% in size
#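 Rat TrxR1, dispensed at 90 nM, was prereduced with 400 uM NADPH (final) for 5 min at ~22 deg C, then incubated with compound 15 min before 400 uM selenite. A first-read NADPH fluorescence drop versus no-compound background flagged substrates.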
# Pin1 inh – blocks the human prolyl isomerase Pin1. Potency, µM (doses to about 115 µM), for the others: top-dose activity, negative = inhibition, hits mostly inhibitors. Q13526. 0.009% of 390,000 active. Pin1 FP peptide displacement, HiFluor488, 10 min; active = well fitted inhibition curve with a large enough effect in the polarisation, with a control signal flat, not every such curve was filed as active; inconclusive = small, poorly fitted or top-dose-only effect, or effect the other way, or a change in a side signal; inactive = no such curve, though single readings can be large or run the other way; the % refers to the polarisation; also: potency is read from the fitted curve at half-maximal effect; % is scaled to controls: 0 for no effect and ±100 for the full control effect
# Target sequence (Q13526 whole entry, looked up): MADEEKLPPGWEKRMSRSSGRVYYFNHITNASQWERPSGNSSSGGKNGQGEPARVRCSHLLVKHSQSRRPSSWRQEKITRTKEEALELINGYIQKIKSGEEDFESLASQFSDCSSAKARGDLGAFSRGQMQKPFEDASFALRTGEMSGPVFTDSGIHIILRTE
# TRHR ag – activates the human TRH receptor | activation, % at 2 µM | 0.18% of 360,000 active | P34981 | AID 493084 | TRHR cells, calcium flux fluo-8, FDSS agonist mode; in the data active = activation above about 30%; also: 0% is about no effect
# Target sequence (P34981 whole entry, looked up): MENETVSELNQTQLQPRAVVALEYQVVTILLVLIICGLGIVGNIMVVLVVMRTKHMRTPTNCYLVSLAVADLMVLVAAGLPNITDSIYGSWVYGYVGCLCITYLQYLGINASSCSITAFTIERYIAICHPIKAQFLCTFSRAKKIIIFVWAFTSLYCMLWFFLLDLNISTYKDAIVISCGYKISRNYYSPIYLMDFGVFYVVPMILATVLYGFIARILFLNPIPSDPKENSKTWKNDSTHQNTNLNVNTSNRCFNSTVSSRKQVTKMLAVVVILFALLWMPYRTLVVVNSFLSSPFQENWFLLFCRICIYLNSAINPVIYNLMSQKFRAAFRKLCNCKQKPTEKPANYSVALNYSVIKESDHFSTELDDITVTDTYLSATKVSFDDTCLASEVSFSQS
#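 Agonist-mode FDSS calcium read (Ex 480/Em 530, 1 s cycles) in 1536-well TRHR cells with fluo-8 dye, after 10-cycle baseline and 23 nL compound addition; TRH at EC20 (10 nM final) added afterwards for the enhancer phase.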
# TRHR enhancer – allosterically enhances the human TRH receptor | P34981 | TRHR cells, fluo-8 calcium fluorescence, EC20 TRH enhancement | enhancement, % at 2 µM | 0.66% of 360,000 active | AID 493056; in the data active = enhancement above about 30%; also: 0% is about no effect
#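 TRHR-expressing cells loaded with fluo-8 calcium dye were read kinetically (ex 480/em 530) during compound addition, then stimulated with an EC20 of TRH (10 nM final). Enhancement of the Gq-mediated intracellular calcium response was scored.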
# D2 ag – agonists of human D2 dopamine receptor; HEK293 T-REx D2 cells, calcium flux agonist mode; 0.53% of 340,000 active; AID 485358; activation, % at 2 µM; P14416;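 active = activation over 3 SD above normal in the single-dose calcium agonist read, cut at about 30% in these data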; also: 0% is about no effect
#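 Agonism scored from kinetic calcium signal (1 read/sec, 180 s) following compound pin transfer, after a 10 s baseline. Cells: HEK293 Trex line expressing inducible D2 receptor coupled to calcium, dye-loaded after overnight culture at 30 C.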
# USP1-UAF1 inh – inhibitors of human USP1/UAF1 deubiquitinase; O94782; recombinant USP1/UAF1, Ub-Rhodamine cleavage fluorescence; Potency, µM (top dose mostly 57.1 µM), inactives show at the highest dose activity change, negative = inhibition, hits mostly inhibitors; 0.23% of 390,000 active; AID 743255; also: potency is read from the fitted curve at half-maximal effect; % is scaled to controls: 0 for no effect and ±100 for the full control effect; nearly all actives have a fitted effect of over 60% in size; inactives centre near -12
#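 1 nM enzyme complex + cpd, 15 min RT; start with Ub-Rho 150nM final; kinetic fluorescence ex 480/em 540, 6 reads q60 s. Buffer 50mM HEPES pH 7.8, 0.5mM EDTA, 0.1 mg/ml BSA, 1mM TCEP, 0.01% Tween-20.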
# The depositor's hits bear a star; ? = inconclusive; . = not tested or not shown; & = joins results of further samples; [ ] = another dose, or the depositor's remark. Unless noted, calls follow the shape of the dose curve; as a rule, active = well fitted inhibition curve with a large enough effect; inconclusive = small, poorly fitted or top-dose-only effect; inactive = no such curve, though single readings can be large or run the other way. These rows are one share of the data; rates above refer to the full screens.
SMILES,D2 antagonist,mIDH1 inhibitor,TrxR1 inh,TrxR1 substrate,Pin1 inh,TRHR ag,TRHR enhancer,D2 ag,USP1-UAF1 inh
Cc1noc(C)c1CSCC(=O)OCC(=O)NC1CCCCC1,3,2%,8%,5%,-2%,-0.1,-4,0.3,-8%
Nc1[nH]c(=S)[nH]c(=O)c1-c1ccccc1,1,0%,?,-2%,-4%,1.0,-1,0.7,-16%
Cc1ccc(/C=C2\SC(=S)N(CCCC(=O)Nc3ccc(O)cc3)C2=O)cc1,3,-3%,18%,2%,-1%,0.7,5,0.0,-3%
CCSc1nc2c(c(=O)n(C)c(=O)n2C)n1Cc1ccc(Cl)cc1,.,-1%,15%[57.1 µM],6%[57.1 µM],1%,.,.,.,-13%
Cc1nn(-c2ccccc2)nc1C(N)=O,-10,1%,11%,21%,-5%,0.1,1,-1.1,-26%
O=C(COC(=O)c1ccc(Br)o1)Nc1ccc2c(c1)OCCO2,.,4%,-6%,-9%,2%,.,.,.,2%
Cc1cccc(NC(=O)COC(=O)C(NC(=O)c2cccc(S(=O)(=O)N3CCOCC3)c2)C(C)C)c1 (stereo unspecified),.,9%,1%,0%,-3%,.,.,.,-18%
S=c1[nH]c2ccccc2n1CCOc1ccccc1,-6,-2%,1%,-4%,0%,-1.0,-1,-2.5,-26%
CCSc1nc2c(cnn2-c2ccc(C)cc2)c(=O)[nH]1,.,1%,23%,5%,9%,0.1,1,.,-11%
O=C(CSc1nc2ncc(Br)cc2[nH]1)Nc1ccc2c(c1)OCO2,-14,-1%,9%[57.1 µM],-10%,2%,-0.8,-4,0.7,-5%
COc1cn(-c2ccccc2)nc1C(=O)Nc1ccccc1,-14,-1%,15%[57.1 µM],-5%,1%,-1.0,-1,2.1,-17%
O=C(C1CCCN(Cc2ccc(Cl)cc2)C1)N1CCCCC1 (stereo unspecified),-13,5%,15%,4%,-8%,0.7,-4,1.4,-29%
Cc1cccc(Cn2c(N3CCc4ccccc4C3)nc3c2c(=O)[nH]c(=O)n3C)c1,0,0%,32%,12%,-2%,-0.9,-3,-1.7,-13%
CN1c2ccc(Cl)cc2-c2nc(SCC(=O)NCc3ccc(F)cc3)ncc2S1(=O)=O,.,-5%,20%[57.1 µM],6%[57.1 µM],3%,-0.2,11,0.2,-23%
O=C(Cn1cc(S(=O)(=O)Cc2ccccc2)c2ccccc21)N1CCOCC1,9,-1%,-5%,-5%,-2%,-0.2,1,-0.7,-15%
O=C(OCC1OC(n2ccc(=O)[nH]c2=O)C(Cl)C1O)c1ccccc1 (stereo unspecified),2,1%,12%[57.1 µM],-19%[57.1 µM],3%,0.4,-3,0.5,-19%
N#CC(c1ccccc1)c1ccc(C(=O)c2ccc(F)cc2)cc1 (stereo unspecified),3,0%,-6%,-10%,1%,0.7,-5,0.7,-2%
CC(C)(CN1CCCC1)NS(=O)(=O)c1ccc(Cl)cc1,-5,-10%,-13%,-4%,0%,-2.0,2,-1.4,-5%
COCCCNc1nc2ccccc2nc1NS(=O)(=O)c1cccc(Cl)c1,-12,8%,11%,3%,-20%,-0.5,4,0.3,-23%
Cc1ccc(C(=O)Cn2nnc(-c3ccccc3-n3cnnn3)n2)cc1,3,2%,19%,10%,-4%,0.1,-1,-0.4,-10%
O=C(COc1ccc(S(=O)(=O)N2CCOCC2)cc1)Nc1cccc([N+](=O)[O-])c1,4,-2%,12%,-5%,-3%,0.5,4,0.2,-17%
Cn1nccc1NC(=O)c1nccnc1C(=O)O,-16,3%,1%,-4%,1%,0.6,-3,0.2,-18%
CCCc1ccc(-c2cc(C(=O)NC3=NCCS3)c3ccccc3n2)cc1,-9,7%,-2%,-15%,2%,0.7,1,0.7,-19%
CC(C)(C)NC(=O)C(OC(=O)c1ccco1)c1ccccc1F (stereo unspecified),.,-5%,17%,6%,1%,-0.4,7,.,-10%
O=C(Nc1ccccc1Cl)Oc1ccc2ccccc2c1,-10,.,.,.,.,0.2,-8,2.0,.
O=C(NCCCn1ccnc1)c1cc(C(=O)C2CC2)c[nH]1,25,-2%,-5%,1%,-14%,0.0,15,0.0,-12%
COC(=O)[C@]1(C)N[C@H](CN(C)C(=O)c2ccc(C(C)(C)C)cc2)[C@@H]2C(=O)N(Cc3ccccc3)C(=O)[C@@H]21,.,-6%[38.3 µM],0%,-4%,-1%,.,.,.,-27%
COC(=O)c1cnc[nH]1,-9,11%,38%,18%,-3%,0.0,-4,0.2,-29%
Cc1cc(C)[n+]2n1C(=O)C(c1ccccc1)=C2[O-],-8&-1,-9%&5%,17%&7%,3%&-2%,1%&6%,-0.4&-0.1,-2&3,1.2&-0.3,-13%&-15%
Cc1cccc(C)c1OCC(=O)NNC(=S)NC(=O)C1CC1,-15,-13%,-8%,-4%,-4%,-1.1,6,1.6,-13%
O=C(CC1C(=O)NC2CCCCC2N1C(=O)c1ccc(F)cc1)Nc1ccccc1 (stereo unspecified),11,2%,15%,-6%,4%,-0.7,-5,-0.7,-25%
O=C(NC1CCCCC1)N1CCN(S(=O)(=O)c2ccc(F)cc2)CC1,8,-14%,-5%[57.1 µM],-3%[57.1 µM],4%,0.0,46*,0.2,-5%
CCN(CC(=O)NCc1ccc(F)cc1)C(=O)C1CC1C (stereo unspecified),2,5%,27%[57.1 µM],14%[57.1 µM],0%,0.2,2,-0.4,-5%
Clc1ccc(-c2csc3ncnc(NCCN4CCOCC4)c23)cc1,2,1%,3%,0%,1%,-1.3,16,1.0,-1%
Cc1c(C(=O)Nc2ccccc2F)sc2nc3n(c(=O)c12)CCC3,2,2%&5%,3%&19%,3%&-2%,6%&-14%,0.9&0.2,-3&11,0.3&0.0,-7%&-15%
COc1ccccc1N1CCN(C(=O)CCNC(=O)c2ccco2)CC1,-18,1%,8%,-1%,-3%,0.1,-15,0.3,-14%
CCOc1cccc(C2/C(=C(/O)c3ccc4c(c3)CC(C)O4)C(=O)C(=O)N2CCCn2ccnc2)c1 (stereo unspecified),.,-2%,-14%,-9%,4%,0.8,4,.,-20%
CCC1CCCCN1S(=O)(=O)c1ccc(C(=O)Nc2nnc(-c3ccccc3Cl)o2)cc1 (stereo unspecified),0,-10%,5%[57.1 µM],-2%[57.1 µM],15%,2.0,-7,5.6,-16%
O=C(CNS(=O)(=O)c1ccccc1)OCc1cccc([N+](=O)[O-])c1,-18,4%,5%,2%,2%,-0.3,2,41*,-7%
Cc1cccc(Cn2c(=O)oc3ccc(C)cc32)c1,31*,2%,20%[57.1 µM],11%[57.1 µM],0%,0.1,-10,24,-21%
COc1ccc(C(=O)NCCNc2ccc([N+](=O)[O-])cc2)cc1OC,1,1%,5%[57.1 µM],-5%[57.1 µM],0%,0.2,-2,0.1,-11%
CCN=c1scc(-c2cccs2)n1/N=C/c1cc(OC)ccc1O,15,7%,-1%,-2%,30%,0.5,-10,0.4,-15%
COc1ccc(S(=O)(=O)N2CCCCCC2)cc1C(=O)OCc1c(C)noc1C,-20,2%,5%[57.1 µM],1%[57.1 µM],-3%,-0.3,8,0.1,-16%
CC(C)[C@H](N)c1cn([C@@H](CO)C(=O)N2CCNCC2)nn1,0,-8%,-1%[57.1 µM],9%[57.1 µM],3%,0.3,5,0.6,-14%
Cn1c(=O)c2c(ncn2CC(=O)N2CCCCCC2)n(C)c1=O,-13,11%,22%,4%,-4%,0.4,6,0.4,-25%

# Complete entries from above. Order of values: D2 antagonist, mIDH1 inhibitor, TrxR1 inh, TrxR1 substrate, Pin1 inh, TRHR ag, TRHR enhancer, D2 ag, USP1-UAF1 inh
# `CC(C)[C@H](N)c1cn([C@@H](CO)C(=O)N2CCNCC2)nn1` is listed as 0, -8%, -1%[57.1 µM], 9%[57.1 µM], 3%, 0.3, 5, 0.6, -14%
# `O=C(Cn1cc(S(=O)(=O)Cc2ccccc2)c2ccccc21)N1CCOCC1` is listed as 9, -1%, -5%, -5%, -2%, -0.2, 1, -0.7, -15%
# `O=C(NCCCn1ccnc1)c1cc(C(=O)C2CC2)c[nH]1` is listed as 25, -2%, -5%, 1%, -14%, 0.0, 15, 0.0, -12%
# `CCSc1nc2c(cnn2-c2ccc(C)cc2)c(=O)[nH]1` is listed as ., 1%, 23%, 5%, 9%, 0.1, 1, ., -11%
# `O=C(C1CCCN(Cc2ccc(Cl)cc2)C1)N1CCCCC1` (stereo unspecified) is listed as -13, 5%, 15%, 4%, -8%, 0.7, -4, 1.4, -29%

# Remaining list, next part
SMILES,D2 antagonist,mIDH1 inhibitor,TrxR1 inh,TrxR1 substrate,Pin1 inh,TRHR ag,TRHR enhancer,D2 ag,USP1-UAF1 inh
COc1ccc(NC(=O)COC(=O)Cn2c(C)nc3ccccc32)cc1OC,-1,11%,1%[57.1 µM],7%[57.1 µM],4%,0.3,4,0.6,1%
COc1cc(CNn2c(C)n[nH]c2=S)cc(Br)c1OCc1ccc(F)cc1,13,15%,-19%,1%,?,-0.7,-2,0.4,-23%
O=C(CSc1ccc2nnc(-c3ccccn3)n2n1)Nc1ccc2c(c1)OCO2,.,-7%,13%,2%,?,-0.4,-3,.,-24%
CCc1ccccc1N(CC)C(=O)c1cn(CC)c(=O)c2cc(OC)c(OC)cc12,11,2%,14%[57.1 µM],13%[57.1 µM],-1%,-0.2,1,0.4,-20%
CC(C)CCNC(=O)C(=O)Nc1ccccc1,-20,0%,3%,-1%,-8%,-0.2,7,2.1,-24%
CC(C)(C)[C@H]1C=C(C(N)=O)O[C@@H](OCc2ccc(CO)cc2)C1,-17,15%,11%,2%,-10%,0.3,-6,0.9,-16%
CCCN1C(=O)/C(=C/c2ccc(C)o2)SC1=Nc1ccc(OC)cc1,4,1%,?,-11%,2%,1.3,-4,0.1,-10%
CN(C)c1ccc(C(CNC(=O)c2ccccc2Cl)N2CCCC2)cc1 (stereo unspecified),.,-2%,3%[57.1 µM],5%[57.1 µM],-5%,-1.1,6,-0.3,-24%
COc1ccc(/C=C/C(=O)c2ccc(Cl)s2)cc1O,37*,9%,-35%,-7%,2%,0.2,4,0.6,-23%
